TCR activator – T cell receptor activation; primary human leukocytes, anti-CD3, IL-2 HTRF, 48 h; Potency, µM (titrated, usually from 9.22 µM), inactives show at the top dose activation of IL-2 secretion, hits mostly activators; 330,000 tested, under 10 active; further: % of control where 0% means no effect
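1) Mix primary human leukocytes, a-CD3 beads and compound. 2) Incubate 48 hr. 3) Add HTRF IL-2 reagents (a-IL-2-K, a-IL-2-d2).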
PTAP TSG101 blk – blocks PTAP/TSG101 interaction to inhibit HIV-1 budding | Fluorescence polarization, FITC-PTAP peptide / Tsg101 binding | Potency, µM (series often up to 115 µM), for the others: top-dose activity change, negative = inhibition, most hits filed as inhibitors | 340,000 tested, under 10 active | AID 493005; active means well fitted inhibition curve with a large enough effect in the main read-out, with a control signal flat, not every such curve was filed as active; inconclusive means small, poorly fitted or top-dose-only effect, or effect the other way, or a change in a side signal; inactive means no such curve, though single readings can be large or run the other way; further: potency means the concentration at half of the fitted maximal effect; % of control where 0% means no effect
Target sequence (Q99816 whole entry, looked up): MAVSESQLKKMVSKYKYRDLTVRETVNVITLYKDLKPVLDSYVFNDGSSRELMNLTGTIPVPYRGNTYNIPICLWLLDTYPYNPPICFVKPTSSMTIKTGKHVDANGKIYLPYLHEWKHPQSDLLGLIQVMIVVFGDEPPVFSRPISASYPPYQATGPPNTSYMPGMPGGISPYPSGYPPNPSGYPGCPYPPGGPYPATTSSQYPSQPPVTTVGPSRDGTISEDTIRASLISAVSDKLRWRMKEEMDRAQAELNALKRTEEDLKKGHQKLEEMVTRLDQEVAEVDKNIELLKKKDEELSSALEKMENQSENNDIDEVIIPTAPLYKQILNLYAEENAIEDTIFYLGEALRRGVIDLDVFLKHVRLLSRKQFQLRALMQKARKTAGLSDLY
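Fluorescence anisotropy tracks displacement of a FITC-tagged PTAP peptide (50 nM) from the Tsg101 binding domain (10 uM), following a 20 min room-temperature incubation at pH 7.5.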
ELG1 DNA repair – blocks ELG1-dependent DNA repair in HEK293T cells | HEK293T ELG1-luciferase reporter, luminescence, 16 h; DNA damage induced by 5-fluorouridine | actives 2.3% (n = 330,000) | Potency, µM (series often up to 46.1 µM), without a hit: at the top dose activity change, negative = inhibition, most hits filed as inhibitors; further: potency means the concentration at half of the fitted maximal effect; on the % scale 0 is the no-effect control and ±100 the full control effect; nearly all actives have a fitted effect of over 55% in size
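Cells (2,000 per well) received 5-fluorouridine plus test compound or DMSO and were incubated 16 hr at 37 °C, 5% CO2. Luciferase activity was read by luminescence 30 min after ONE-Glo addition; signal suppression marked inhibition of damage-induced ELG1 function.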
B2AR arrestin – agonists driving beta-arrestin recruitment to human beta2-adrenergic receptor; P07550; Potency, µM (titrated, usually from 46.1 µM), without a hit: at the top dose activation, actives largely listed as activators; beta-arrestin recruitment to beta2AR, cell-based reporter; actives 0.02% (n = 330,000); AID 492947;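 further: potency means the concentration at half of the fitted maximal effect; 0% = DMSO controls and full agonism = EC100 isoproterenol or metaproterenol; nearly all actives have a fitted effect of over 65% in size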
Target sequence (P07550 whole entry, looked up): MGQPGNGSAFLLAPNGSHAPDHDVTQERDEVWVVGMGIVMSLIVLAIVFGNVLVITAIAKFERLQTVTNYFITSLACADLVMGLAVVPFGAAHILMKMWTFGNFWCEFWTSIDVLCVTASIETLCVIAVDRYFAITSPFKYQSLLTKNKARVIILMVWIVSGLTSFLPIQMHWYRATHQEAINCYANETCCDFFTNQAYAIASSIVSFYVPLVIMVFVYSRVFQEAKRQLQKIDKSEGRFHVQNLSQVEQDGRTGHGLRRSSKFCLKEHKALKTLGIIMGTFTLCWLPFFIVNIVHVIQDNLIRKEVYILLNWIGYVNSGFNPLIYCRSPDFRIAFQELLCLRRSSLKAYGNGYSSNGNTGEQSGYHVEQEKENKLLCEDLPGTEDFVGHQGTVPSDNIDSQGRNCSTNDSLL
TRPV1 ag – activates the human vanilloid receptor TRPV1. Q8NER1. TRPV1-expressing cells, Fluo-8 calcium influx, agonist mode. activation, % at 8.33 µM. actives 0.19% (n = 320,000); in the data active means activation above about 80%; inconclusive means between about 30% and that limit; further: 0% is about no effect
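Cells expressing TRPV1 were dye-loaded with Fluo-8 and read kinetically: 10 s baseline, 3 min after compound (agonist portion), then 2 min after EC20 capsaicin (allosteric enhancer portion). Calcium-bound dye fluorescence at 480/520 nm.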
AT treatment – potential ataxia-telangiectasia treatment; […] A-T fibroblasts, KAP-1 phosphorylation AlphaLISA; neocarzinostatin DNA damage 30 min before lysis; Potency, µM (titrated, usually from 57.5 µM), without a hit: top-dose activation, actives largely listed as activators; actives 0.19% (n = 320,000); further: potency means the concentration at half of the fitted maximal effect; % of control where 0% means no effect; nearly all actives have a fitted effect of over 45% in size
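ATM-like activity read as KAP-1 phosphorylation via AlphaLISA donor/acceptor antibody pairs after lysis and 6 hr at 25C. Cells were ATM-null patient fibroblasts ([…], hTERT), dosed 60 min, then exposed to the DSB inducer NCS for 30 min.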
p53 reactivation – re-activators of mutant p53 | H1299 p53-A138V BP100-luciferase reporter, luminescence, 24 h | Potency, µM (doses to about 92.2 µM), without a hit: at the top dose activity change, positive = activation, usual class: activators | actives 0.063% (n = 320,000) | AID 504706; further: potency means the concentration at half of the fitted maximal effect; % of control where 0% means no effect; nearly all actives have a fitted effect of over 45% in size
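p53-null H1299 cells stably carrying temperature-sensitive p53-A138V and a BP100-luciferase reporter were pinned with compounds (4-point, 1:5 series) and held 24 hrs at 37 deg C. Luminescence was read 10 min after detection reagent.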
BRCA1 expr act – activators of BRCA1 expression; MCF7-BRCA1-FFLuc reporter, luminescence, 48 h; response scale: scaled: vehicle 0%, 10 µM genistein 100%; Potency, µM (highest dose often 46.1 µM), for inactives: at the top dose activation, usual class: activators; actives 1.1% (n = 380,000); further: potency means the concentration at half of the fitted maximal effect; nearly all actives have a fitted effect of over 80% in size; some results filed as inactive show a strong effect at the top dose
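Luminescence from a BRCA1-driven firefly luciferase in MCF7 cells was read after 48 h compound exposure at 37 C. Data normalized against DMSO and a 10microM genistein activation control, then curve-fitted across the titration.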
Integrin act MD – activates integrin-mediated alleviation for muscular dystrophy; Potency, µM (top dose mostly 38.3 µM), for inactives: top-dose activation, usual class: activators; actives 0.064% (n = 350,000); AID 624291; alpha7betagal myoblasts, beta-gal FDG fluorescence, 48 h;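 further: potency means the concentration at half of the fitted maximal effect; 100% = response of the positive control SU9516; nearly all actives have a fitted effect of over 60% in size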
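Alpha7betagal+/- myoblasts (passage 13) were plated 16-24 hr, then exposed to compounds (1:260 dilution of DMSO stock) for 48 hours at 37C. After MPER lysis, β-galactosidase reporter activity was read as FDG fluorescence (ex 480/em 540) after 30 minutes.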
MLL CXXC-DNA inh – inhibitors of human MLL CXXC domain-DNA interaction; Q03164; MLL-CXXC / FITC-HOXA9 DNA fluorescence polarization; Potency, µM (highest dose often 115 µM), without a hit: top-dose activity change, negative = inhibition, actives largely listed as inhibitors; actives 0.037% (n = 290,000); active means well fitted inhibition curve with a large enough effect in the polarisation, with a control signal flat, not every such curve was filed as active; inconclusive means small, poorly fitted or top-dose-only effect, or effect the other way, or a change in a side signal; inactive means no such curve, though single readings can be large or run the other way; the % refers to the polarisation; further: potency means the concentration at half of the fitted maximal effect
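Steps: dispense CXXC domain solution (7 uM) → pin compounds or unlabeled HOX-A9 DNA control → 5 min ambient → add FLSN-HOX-A9 solution (50 nM) → spin → 30 min ambient → fluorescence polarization. Tris pH 7.5/NaCl/DTT/BSA buffer.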
Starred values were filed as active, the others as inactive; ? = inconclusive; . = no result given; & = joins results of further samples; [ ] = dose if it differs, or a comment. Unless noted, the call rests on the fitted dose curve; in most records, active means well fitted curve in the direction sought with a large enough effect; inconclusive means small, poorly fitted or top-dose-only effect, or another doubt; inactive means no such curve, though single readings can be large; an effect the other way counts as inactive or inconclusive.

entry	mol	AT treatment	p53 reactivation	MLL CXXC-DNA inh	TRPV1 ag	BRCA1 expr act	PTAP TSG101 blk	TCR activator	B2AR arrestin	ELG1 DNA repair	Integrin act MD
1	CCC(Oc1ccccc1)C(=O)Nc1ccc(S(=O)(=O)Nc2cnc3ccccc3n2)cc1 (configuration not stated)	0%	10%	-4%	-1	-11%	0%	6%	-0.1%	16%	-8%
2	COc1ccc2cc(C(=O)C3CCCN(C(=O)c4cc(=O)n(C)c(=O)n4C)C3)ccc2c1 (configuration not stated)	2%	-2%	5%	1	0%	-6%	-2%	0.4%	?	-9%
3	COCCNC(=O)C(c1ccc(C)o1)N(Cc1cccs1)C(=O)c1snc(C(N)=O)c1N (configuration not stated)	14%	13%	-3%	-3	-16%	-8%	10%	-0.7%	?	-9%
4	COc1cccc(-c2nc(CS(=O)(=O)CC(=O)NCCCc3ccccc3)c(C)o2)c1	0%	5%	18%	-10	2%	-1%	3%	0.2%	-12%	-23%
5	CCOC(=O)c1cnc2c(F)ccc(F)c2c1Sc1ccccc1	19%	2%	7%	8	10%	-2%	4%	-0.3%	-7%	-4%
6	Cc1ccc(C(=O)N2CCC3(CC2)Oc2ccc(F)cc2C(=O)C32CC(c3ccccc3)=NO2)s1 (configuration not stated)	-10%	-5%	8%	15	-9%	1%	2%	-0.1%	10%	19%
7	CC(=O)Nc1ccc(Nc2cc(C)nc3c(-c4ccc(Cl)cc4)cnn23)cc1	-1%	?	-2%	4	-17%	-5%	2%[46.1 µM]	0.0%	?	-24%
8	Cc1cccc(NC(=O)CCn2cnnn2)c1	3%	4%	1%	-2	17%&16%	-2%	1%	0.3%	26%	7%
9	O=S(=O)(c1ccc(SCc2ccccc2)nc1)N1CCCC1	13%	28%	.	18	-3%	-2%	6%	-0.7%	?	-31%
10	NC(=O)CCC(NS(=O)(=O)c1ccc(Cl)cc1)C(=O)NCc1ccc(Cl)cc1 (configuration not stated)	7%	-5%	11%	-4	1%	-5%	-2%[46.1 µM]	-1.7%	4%	3%
11	CCOc1cc(NC(=S)NCCCN2CCOCC2)c(OCC)cc1NC(=O)c1cccc(F)c1	1%	0%	-9%	12	-8%	-1%	2%	-0.3%	15%	9%
12	COc1ccc2oc(=O)c(C(=O)C[n+]3cccc(C)c3)cc2c1	-1%	-2%	-9%	-1	-1%	-1%	-9%	0.2%	-8%	32%
13	CCOc1cc(/C=C2\C(=N)N3N=C(N4CCCCC4)SC3=NC2=O)ccc1OC(=O)c1ccco1	13%	.	.	-1	-1%	-9%	-5%	0.0%	-4%	-6%
14	O=c1c(Cc2ccc(F)cc2)c(O)ccn1Cc1ccco1	-1%	11%	8%	-1	-3%	-6%	-10%	0.0%	5%	-1%
15	CC(NC(=O)c1ccccc1)c1nnc(SCC(=O)NC2=NCCS2)n1C (configuration not stated)	2%	5%	8%	1	-16%	-4%	-4%	-0.9%	1%	12%
16	CNC(=O)/C(C#N)=C/c1cn(CC(=O)NCc2ccco2)c2ccccc12	-13%	-4%	47%[activator]	0	-3%	-4%	3%	-0.1%	-7%	12%
17	C=CCNc1oc(-c2ccc(OC)cc2)nc1C#N	0%	9%	4%	5	83%	-6%	-10%	0.4%	?	-50%[inhibitor]
18	CCc1nnc(NC(=O)[C@@H](NC(=O)c2cccc(S(=O)(=O)N3CCOCC3)c2)C(C)C)s1	1%	14%	-4%	-3	-8%	-6%	-3%	5.2%	-4%	14%
19	O=C(NCc1ccccn1)C1CC(c2ccc(F)cc2)=NO1 (configuration not stated)	-1%	-1%	38%[activator]	-1	3%	-4%	4%	-0.2%	2%	-1%
20	O=C(CC1SC(=Nc2ccccc2)N(CCc2ccccn2)C1=O)Nc1ccc(F)cc1 (configuration not stated)	4%	1%	10%	11	-17%	-7%	-1%[46.1 µM]	-0.2%	-17%	-9%

4 of the compounds above, with values under each structure:
Order of values – AT treatment, p53 reactivation, MLL CXXC-DNA inh, TRPV1 ag, BRCA1 expr act, PTAP TSG101 blk, TCR activator, B2AR arrestin, ELG1 DNA repair, Integrin act MD
14	O=c1c(Cc2ccc(F)cc2)c(O)ccn1Cc1ccco1
  -1%, 11%, 8%, -1, -3%, -6%, -10%, 0.0%, 5%, -1%
15	CC(NC(=O)c1ccccc1)c1nnc(SCC(=O)NC2=NCCS2)n1C (configuration not stated)
  2%, 5%, 8%, 1, -16%, -4%, -4%, -0.9%, 1%, 12%
16	CNC(=O)/C(C#N)=C/c1cn(CC(=O)NCc2ccco2)c2ccccc12
  -13%, -4%, 47%[activator], 0, -3%, -4%, 3%, -0.1%, -7%, 12%
17	C=CCNc1oc(-c2ccc(OC)cc2)nc1C#N
  0%, 9%, 4%, 5, 83%, -6%, -10%, 0.4%, ?, -50%[inhibitor]

Next section.
entry	mol	AT treatment	p53 reactivation	MLL CXXC-DNA inh	TRPV1 ag	BRCA1 expr act	PTAP TSG101 blk	TCR activator	B2AR arrestin	ELG1 DNA repair	Integrin act MD
21	OC(CNCc1ccco1)Cn1c2ccccc2c2ccccc21 (configuration not stated)	8%	-1%	-2%	12	8%	6%	2%	0.0%	1%	-45%
22	NC(=O)C1CCN(CC(O)COc2ccc(-c3ccccc3)cc2)CC1 (configuration not stated)	-14%	8%	16%	3	2%	-3%	3%	0.6%	-3%	-22%
23	Cc1ccc(S(=O)(=O)c2ccc([N+](=O)[O-])o2)cc1	.	.	.	.	-96%	0%	-5%	.	.	-52%[inhibitor]
24	CCC(=O)N1CCN(c2ccc(Cl)cc2NC(=O)c2ccc(N3CCCC3)c([N+](=O)[O-])c2)CC1	-8%	-15%	3%	2	-17%	-5%	-3%	0.3%	-18%	-22%
25	O=C(CN1CCCN(S(=O)(=O)c2ccc(Br)s2)CC1)Nc1ccc(Cl)cc1	7%	11%	5%	4	-50%	-2%	-1%	-0.1%	?	-50%[inhibitor]
26	COc1cccc(/C=C/C(=O)OCC(=O)N2CCN(S(=O)(=O)c3ccc(Cl)cc3)CC2)c1	13%	12%	17%	-7	-17%	-1%	-1%	-0.7%	-4%	0%
27	C[C@@H](NC(=O)[C@@H]1Cc2ccccc2CN1)C(=O)Nc1ccc2c(c1)OCCO2	-10%	?	?	0	87%	-6%	1%	0.1%	?	25%
28	O=C(CCCC(=O)N(CC(=O)NC1CCCC1)Cc1ccccc1Cl)Nc1ccccn1	14%	4%	-3%	3	-13%	-1%	-2%	0.1%	-1%	-21%
29	Cc1nc(-c2ccc(S(=O)(=O)N3CCN(CCc4ccccc4)CC3)s2)cs1	-6%	0%	6%	1	-8%	2%	0%	-0.4%	-6%	-23%
30	CC(C)C(=O)NC(=S)Nc1ccc(CN2CCOCC2)cc1	4%[11.5 µM]	-1%	-13%	0	26%	-8%	-2%	0.1%	16%	17%
31	Cc1c(C)n(CCC(=O)O)c2ccccc12	-3%	-1%	0%	-3	-2%	-6%	1%	-0.5%	11%	4%
32	CC(/C=C/c1ccccc1)=N\NC(=O)c1cc(C)nc2ccccc12	12%	0%	-4%	.	-13%	1%	1%	-0.1%	1%	-18%
33	Cc1cccc(NC(=O)c2oc3c(c2C)C(=O)CC(C)(C)C3)n1	1%	49%	5%	11	58%	3%	.	0.1%	-4%	0%[7.66 µM]
34	CCCCn1c(N)c(N(CC(C)C)C(=O)CCC2CCCCC2)c(=O)[nH]c1=O	-6%	3%	64%[activator]	2	-29%	-6%	5%	0.2%	-19%	3%
35	CCn1c(SCc2ccc(C#N)cc2)nnc1-c1ccc(S(=O)(=O)N2CCCCC2)cc1	8%	-6%	-1%	5	-58%	-3%	4%	-0.5%	10µM*	-36%
36	CC(C)c1ccc(NC(=O)C2CCN(S(C)(=O)=O)CC2)cc1	5%	5%	10%	?	-2%	-17%	11%	0.1%	0%	2%
37	COC(=O)C1C=CC(OC2OC(COC(C)=O)C(OC(C)=O)C(OC(C)=O)C2OC(C)=O)n2c(=O)n(-c3ccccc3)c(=O)n21 (configuration not stated)	.	.	.	.	-89%[inhibitor]	-2%	-19%	.	.	-56%[inhibitor]
38	CC1(C)CC(=O)c2cnc(NC(=O)CCc3ccccc3)nc2C1	7%	-2%	6%	-3	-9%	-10%	-3%	0.0%	1%	5%

Source: PubChem BioAssay (National Center for Advancing Translational Sciences (NCATS))
